UHRF1 binding – human UHRF1 methylated DNA binding inhibitors; Q96T88; UHRF1 binding to methylated oligo, TR-FRET; inhibition, % at 4.4 µM; 0.75% of 370,000 active; AID 687016; in the data active = inhibition above about 21%;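 note: UHRF1 SRA domain binding a hemimethylated CpG hairpin DNA probe; 0% = median of test compound wells and 100% = reference inhibitor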
KLK7 zymogen act – activates the human kallikrein-7 zymogen; P49862; purified proKLK7, EDANS-DABCYL substrate fluorescence; 100% is mature enzyme control, 0% vehicle; activation, % at 7 µM; 0.9% of 370,000 active; AID 652039;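 active = activation above the mean of all tested compounds plus 3 SD, computed per campaign excluding outliers beyond control limits, cut at about 13% in these data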
PRMT1 inh – inhibitors of human PRMT1 | Q99873 | recombinant PRMT1, activity-based probe fluorescence polarization | inhibition, % at 2.79 µM | 1.3% of 370,000 active | AID 652257;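 active = inhibition above about 21% made by adding two undisclosed values, limit read from the data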
Target sequence (Q99873 whole entry, looked up): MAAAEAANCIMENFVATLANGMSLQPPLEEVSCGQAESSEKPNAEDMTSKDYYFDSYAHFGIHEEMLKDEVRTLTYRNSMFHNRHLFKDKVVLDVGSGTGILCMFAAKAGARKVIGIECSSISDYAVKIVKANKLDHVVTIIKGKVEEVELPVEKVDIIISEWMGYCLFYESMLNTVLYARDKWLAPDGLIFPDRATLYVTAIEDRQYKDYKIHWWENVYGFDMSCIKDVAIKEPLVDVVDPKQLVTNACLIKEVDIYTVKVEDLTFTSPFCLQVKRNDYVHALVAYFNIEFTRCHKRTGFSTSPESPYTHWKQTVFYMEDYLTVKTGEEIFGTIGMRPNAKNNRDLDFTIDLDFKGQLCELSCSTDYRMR
TDP2 inh – blocks human TDP2 phosphodiesterase activity | inhibition, % at 12.8 µM | 0.34% of 370,000 active | recombinant TDP2, T5PNP hydrolysis, p-nitrophenol absorbance 415 nm | O95551;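 active = inhibition above the mean of all tested compounds plus 3 SD, set per campaign, cut at about 25% in these data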;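 note: 0% = DMSO with enzyme and 100% = buffer with substrate but no TDP2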
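Read-out basis: percent inhibition. System: recombinant human TDP2. Buffer or medium: Mg2+-containing Tris-HCl buffer, pH 7.5. Repeats: single replicate. Timing: reaction 2 h, 37 °C. Benchmarks: high control without enzyme, low control DMSO plus TDP2. Probe or stimulus: 5 mM T5PNP. Doses: 12.8 µM only. Measured by: epi absorbance of p-nitrophenol freed from T5PNP by hydrolysis.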
SIAE primary – blocks human sialic acid acetylesterase | Q9HAT2 | SIAE FP-Rh probe binding, fluorescence polarization | inhibition, % at 9.66 µM | 0.69% of 370,000 active | AID 1053197;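 active = inhibition above a cutoff: mean of compounds within the control limits plus 3 SD of those, cut at about 17% in these data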;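 note: 0% = plate median of compound wells and 100% = probe without SIAE protein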
MBD2 DNA inh – MBD2-methylated oligo binding inhibition; Q9UBB5; inhibition, % at 4.4 µM; 0.31% of 370,000 active; TR-FRET, MBD2 binding to methylated oligonucleotide; in the data active = inhibition above about 13%
Tn6 DDE FP – inhibitors of Tn6 peptide binding to human fibrin DD(E); AID 720509; 0.21% of 370,000 active; inhibition, % at 8.3 µM; Fibrin DD(E) TRITC-Tn6 fluorescence polarization displacement; P02675;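 active = inhibition above a per-campaign cutoff: mean of compounds within control limits plus 3 SD, cut at about 15% in these data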;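 note: 0% = median of all compound wells on the plate and 100% = blocking peptide control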
Target sequence (P02675 whole entry, looked up): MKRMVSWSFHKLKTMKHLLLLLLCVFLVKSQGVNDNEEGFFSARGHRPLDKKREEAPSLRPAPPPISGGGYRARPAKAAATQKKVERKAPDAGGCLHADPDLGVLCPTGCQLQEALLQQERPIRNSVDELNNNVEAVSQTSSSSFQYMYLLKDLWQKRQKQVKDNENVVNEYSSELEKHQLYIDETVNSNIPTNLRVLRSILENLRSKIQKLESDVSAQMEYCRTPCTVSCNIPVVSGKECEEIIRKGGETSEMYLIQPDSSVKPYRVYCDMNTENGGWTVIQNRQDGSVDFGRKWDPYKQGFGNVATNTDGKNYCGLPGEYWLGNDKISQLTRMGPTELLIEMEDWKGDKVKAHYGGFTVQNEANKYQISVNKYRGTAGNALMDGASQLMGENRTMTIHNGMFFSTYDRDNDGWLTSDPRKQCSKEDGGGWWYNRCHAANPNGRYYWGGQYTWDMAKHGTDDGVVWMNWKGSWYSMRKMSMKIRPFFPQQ
Tn7 DDE FP – DD(E)-Tn7 binding inhibition, primary FP screen. P02675. FP displacement of FITC-Tn7 peptide from fibrin DD(E); 0% = median of compound wells per plate. 0.13% of 370,000 active. inhibition, % at 8.3 µM. AID 720508;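 active = inhibition above the mean of compounds falling within the control limits plus 3 SD of them, cut at about 14% in these data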;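 note: 0% = plate median of compound wells and 100% = 10 µM Aha-Tn7 peptide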
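Test system: human clot-derived fibrin DD(E) complex / Quantity: 2 µM final DD(E) protein / Incubation: 10 min plus 3 h, room temperature / Measured by: fluorescence polarization / Benchmarks: high control of 10 µM Aha-Tn7 peptide / Replicates: singlicate testing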
TCR-CD3 inh – blocks the human TCR-CD3 interaction. AID 651800. 0.37% of 360,000 active. inhibition, % at 9.4 µM. TAMRA-labeled TCR probe fluorescence, biochemical; in the data active = inhibition above about 19%;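 note: recombinant mutant TCR 2C K166C tagged with TAMRA read by polarization; 0% = receptor in buffer alone and 100% = receptor with positive control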
LEDGF integ inh – blocks HIV-1 LEDGF/p75-dependent DNA integration. TR-FRET IN-LEDGF/p75 DNA integration, Eu/Cy5. inhibition, % at 3.7 µM. 0.64% of 370,000 active;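 active = inhibition above the screen-wide mean plus 3 SD, cut at about 13% in these data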;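 note: signal is the Cy5 over europium emission ratio at 671 and 618 nm; 0% = plate median of compound wells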
* hit, by the source's call; / = no result given.

Short forms – A = UHRF1 binding; B = KLK7 zymogen act; C = PRMT1 inh; D = TDP2 inh; E = SIAE primary; F = MBD2 DNA inh; G = Tn6 DDE FP; H = Tn7 DDE FP; I = TCR-CD3 inh; J = LEDGF integ inh
COCCn1c(=NC(=O)c2ccc(S(=O)(=O)N3CCc4ccccc4C3)cc2)sc2cc(S(N)(=O)=O)ccc21
  A: -9 | B: 305* | C: 1 | D: 2 | E: -94 | F: -10 | G: 2 | H: 6 | I: 14 | J: 6

O=C(O)c1ccc(C#Cc2cccc(F)c2)cn1
  A: 2 | B: 0.0 | C: 1 | D: 6 | E: 4 | F: 0 | G: -3 | H: 0 | I: / | J: -4

COc1ccc(C2C(C#N)=C(N)OC3=C2C(=O)CCC3)cc1Cn1cc([N+](=O)[O-])cn1 (configuration not stated)
  A: 1 | B: -1.3 | C: -2 | D: 12 | E: 2 | F: -1 | G: 3 | H: -7 | I: -4 | J: 1

CCOC(=O)c1cc(CC)sc1NC(=O)c1cc(OC)c(OC)c(OC)c1
  A: 2 | B: -1.4 | C: 0 | D: -6 | E: -7 | F: -4 | G: 5 | H: -2 | I: 5 | J: 1

CN(C)c1ccc(CNC(=O)C2CCC(CNc3c(N4CCCCC4)c(=O)c3=O)CC2)cc1 (configuration not stated)
  A: 5 | B: 0.3 | C: -3 | D: -17 | E: -1 | F: 2 | G: -5 | H: -1 | I: 2 | J: -1

Cn1nc(C(=O)NCCc2ccc(S(N)(=O)=O)cc2)c2ccccc2c1=O
  A: -2 | B: 0.8 | C: 0 | D: 2 | E: -8 | F: -2 | G: -6 | H: -11 | I: 7 | J: 3

C/C(CC(=O)Nc1ccc(C)cc1C)=N\NC(=O)C(C)C
  A: 10 | B: -0.2 | C: 0 | D: -4 | E: 5 | F: 4 | G: -3 | H: 3 | I: -2 | J: 5

Cc1noc(C)c1CSc1nc2sc3c(c2c(=O)n1C)CCCC3
  A: -1 | B: 0.1 | C: -1 | D: -1 | E: -9 | F: 3 | G: 7 | H: 1 | I: -5 | J: 1

CCC(C)(C)n1nnnc1C(c1cc2cccc(C)c2[nH]c1=O)N1CCN(C(=O)c2ccco2)CC1 (configuration not stated)
  A: -1 | B: -1.3 | C: 19 | D: 7 | E: 0 | F: -1 | G: 0 | H: -1 | I: 0 | J: 1

Cc1cc(C)cc(OCC(=O)OCC(=O)Nc2ccc(Cl)cn2)c1
  A: -1 | B: -0.8 | C: -2 | D: 3 | E: -5 | F: 1 | G: -1 | H: -4 | I: 0 | J: -4

CN(C)C1CN(Cc2cn(Cc3ccc(Cl)cc3)nn2)S(=O)(=O)C1 (configuration not stated)
  A: 0 | B: 0.0 | C: -3 | D: 3 | E: 7 | F: -3 | G: -8 | H: 0 | I: -1 | J: 2

O=C(CCC(=O)c1cccs1)OCC(=O)c1ccccc1
  A: 0 | B: -0.3 | C: 3 | D: -5 | E: -2 | F: 48* | G: 6 | H: 4 | I: 0 | J: -4

COc1ccc(NC(=O)Cc2cccs2)cc1S(=O)(=O)N1CCCCC1
  A: -3 | B: -0.4 | C: -4 | D: -14 | E: -1 | F: -5 | G: -2 | H: -9 | I: 2 | J: 5

COc1ccccc1CNC(=O)C1CCN(S(=O)(=O)c2ccc3c(c2)C(C)(C)C(=O)N3C)CC1
  A: 0 | B: 0.1 | C: 4 | D: -4 | E: 5 | F: 1 | G: -4 | H: 0 | I: 0 | J: 1

Cc1ccc(-n2nnnc2SCC(=O)NC2CCS(=O)(=O)C2)c(C)c1 (configuration not stated)
  A: -1 | B: 0.3 | C: 0 | D: 6 | E: 5 | F: -5 | G: 3 | H: 5 | I: -13 | J: 0

A draw from above in order of length of the SMILES, smallest number first.
Short forms – A = UHRF1 binding; B = KLK7 zymogen act; C = PRMT1 inh; D = TDP2 inh; E = SIAE primary; F = MBD2 DNA inh; G = Tn6 DDE FP; H = Tn7 DDE FP; I = TCR-CD3 inh; J = LEDGF integ inh
Cc1noc(C)c1CSc1nc2sc3c(c2c(=O)n1C)CCCC3
  A: -1 | B: 0.1 | C: -1 | D: -1 | E: -9 | F: 3 | G: 7 | H: 1 | I: -5 | J: 1

Cc1cc(C)cc(OCC(=O)OCC(=O)Nc2ccc(Cl)cn2)c1
  A: -1 | B: -0.8 | C: -2 | D: 3 | E: -5 | F: 1 | G: -1 | H: -4 | I: 0 | J: -4

COc1ccc(NC(=O)Cc2cccs2)cc1S(=O)(=O)N1CCCCC1
  A: -3 | B: -0.4 | C: -4 | D: -14 | E: -1 | F: -5 | G: -2 | H: -9 | I: 2 | J: 5

Cc1ccc(-n2nnnc2SCC(=O)NC2CCS(=O)(=O)C2)c(C)c1 (configuration not stated)
  A: -1 | B: 0.3 | C: 0 | D: 6 | E: 5 | F: -5 | G: 3 | H: 5 | I: -13 | J: 0

Cn1nc(C(=O)NCCc2ccc(S(N)(=O)=O)cc2)c2ccccc2c1=O
  A: -2 | B: 0.8 | C: 0 | D: 2 | E: -8 | F: -2 | G: -6 | H: -11 | I: 7 | J: 3

CN(C)c1ccc(CNC(=O)C2CCC(CNc3c(N4CCCCC4)c(=O)c3=O)CC2)cc1 (configuration not stated)
  A: 5 | B: 0.3 | C: -3 | D: -17 | E: -1 | F: 2 | G: -5 | H: -1 | I: 2 | J: -1

COc1ccc(C2C(C#N)=C(N)OC3=C2C(=O)CCC3)cc1Cn1cc([N+](=O)[O-])cn1 (configuration not stated)
  A: 1 | B: -1.3 | C: -2 | D: 12 | E: 2 | F: -1 | G: 3 | H: -7 | I: -4 | J: 1

CCC(C)(C)n1nnnc1C(c1cc2cccc(C)c2[nH]c1=O)N1CCN(C(=O)c2ccco2)CC1 (configuration not stated)
  A: -1 | B: -1.3 | C: 19 | D: 7 | E: 0 | F: -1 | G: 0 | H: -1 | I: 0 | J: 1

COCCn1c(=NC(=O)c2ccc(S(=O)(=O)N3CCc4ccccc4C3)cc2)sc2cc(S(N)(=O)=O)ccc21
  A: -9 | B: 305* | C: 1 | D: 2 | E: -94 | F: -10 | G: 2 | H: 6 | I: 14 | J: 6

(cont.)
Short forms – A = UHRF1 binding; B = KLK7 zymogen act; C = PRMT1 inh; D = TDP2 inh; E = SIAE primary; F = MBD2 DNA inh; G = Tn6 DDE FP; H = Tn7 DDE FP; I = TCR-CD3 inh; J = LEDGF integ inh
CC(C)=CC(=O)OCC(=O)NC(=O)NC(C)(C)C
  A: -1 | B: -0.4 | C: -1 | D: -5 | E: 2 | F: -2 | G: 8 | H: 1 | I: 7 | J: -3

COc1cccc(-c2ccnc3[nH]n(-c4ccccc4)c(=O)c23)c1
  A: 9 | B: 0.6 | C: 7 | D: -1 | E: 4 | F: -3 | G: 1 | H: 1 | I: -4 | J: -5

CN(C)CCN(C(=O)/C=C/c1cccs1)c1nc2ccc(F)cc2s1
  A: -1 | B: -75 | C: 4 | D: -13 | E: 0 | F: 1 | G: -13 | H: 3 | I: -5 | J: 2

O=C(NCCN1CCN(c2ccccc2)CC1)C1CCN(S(=O)(=O)c2cccc3nsnc23)CC1
  A: -3 | B: 0.3 | C: 1 | D: 5 | E: 7 | F: 5 | G: 2 | H: 2 | I: 3 | J: -5

O=C(Nc1ccc2c(c1)OCCO2)c1cc2sccc2n1Cc1ccccc1
  A: -2 | B: -56 | C: -2 | D: 7 | E: -6 | F: -1 | G: -7 | H: -7 | I: 2 | J: 1

Cc1csc(CN(C)C(=O)CC2C(=O)NCCN2Cc2ccc(F)c(F)c2)n1 (configuration not stated)
  A: -1 | B: 0.6 | C: -1 | D: 12 | E: 9 | F: -3 | G: -3 | H: 11 | I: 10 | J: 0

CC(=O)N1CCCc2cc(S(=O)(=O)NCCC3=CCCCC3)ccc21
  A: 0 | B: 0.1 | C: -1 | D: 4 | E: 7 | F: 4 | G: -1 | H: 4 | I: 5 | J: -2

O=C(O)C1CCN(Cc2ccccn2)CC1
  A: -1 | B: -0.1 | C: -1 | D: -3 | E: 0 | F: 3 | G: 1 | H: -2 | I: 5 | J: 0

C/C(=N\NC(=O)C1COc2ccccc2O1)c1ccc(N2CCOCC2)cc1 (configuration not stated)
  A: -4 | B: 0.1 | C: -2 | D: 5 | E: 0 | F: 5 | G: 1 | H: -1 | I: -2 | J: -1

Cc1nc(Cl)sc1C(=O)Nc1ccc(C(C)(C)C)cc1
  A: -1 | B: -0.3 | C: 3 | D: -2 | E: -4 | F: -4 | G: -3 | H: 1 | I: 5 | J: -2

COc1cc(SC)ccc1C(=O)NCCCOC(C)C
  A: 0 | B: -0.3 | C: -1 | D: 6 | E: 4 | F: 0 | G: -3 | H: -8 | I: 5 | J: -2
